Source: PubChem BioAssay (Broad Institute)
E-selectin induc: induces E-selectin expression in human endothelial cells | 260,000 compounds, 0.37% hits | P16581 | HUVEC E-selectin immunofluorescence imaging; normalized: neutral wells 0, TNF-alpha wells 100 | activation, % at 7.58 µM;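 active = mean E-selectin-positive cell signal at least 10% of the positive control, reached in at least 60% of replicates, without over 20% cell loss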;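 also: in these data hits start at about 27%; measured in HUVEC primary endothelial cells; signal is the percent of cells scored E-selectin positive by PE staining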
Target sequence (P16581 whole entry, looked up): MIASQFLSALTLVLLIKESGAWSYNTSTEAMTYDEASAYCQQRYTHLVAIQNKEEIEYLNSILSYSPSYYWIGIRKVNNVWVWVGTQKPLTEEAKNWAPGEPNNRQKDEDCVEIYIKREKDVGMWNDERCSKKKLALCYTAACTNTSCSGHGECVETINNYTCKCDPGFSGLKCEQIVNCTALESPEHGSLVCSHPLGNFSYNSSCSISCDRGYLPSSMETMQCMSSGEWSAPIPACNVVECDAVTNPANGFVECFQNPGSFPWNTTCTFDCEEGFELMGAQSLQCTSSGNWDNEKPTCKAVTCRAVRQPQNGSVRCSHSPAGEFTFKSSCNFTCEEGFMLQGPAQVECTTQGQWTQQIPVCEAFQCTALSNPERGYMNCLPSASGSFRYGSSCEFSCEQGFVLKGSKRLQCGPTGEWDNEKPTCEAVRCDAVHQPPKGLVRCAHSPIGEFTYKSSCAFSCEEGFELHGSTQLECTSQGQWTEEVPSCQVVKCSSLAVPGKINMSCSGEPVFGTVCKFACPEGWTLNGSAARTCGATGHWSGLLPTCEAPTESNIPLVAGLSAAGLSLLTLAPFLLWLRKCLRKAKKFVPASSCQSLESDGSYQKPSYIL
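Test system – human umbilical vein endothelial cells (HUVEC), E-selectin induction · Input – 3,000 HUVEC seeded per well · Buffer or medium – EGM-2, gelatin · Compound dosing – single-point compound dose · Detection – immunofluorescence imaging · Measure – percent E-selectin-positive cells · Controls – TNF-alpha high, DMSO low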
INS-1E GSIS act: primary screen for activators of insulin secretion dependent on glucose, INS-1E cells, GLuc reporter luminescence; INS-1E GLuc reporter insulin secretion, 2-3 h; activation, % at 16.6 µM; 370,000 compounds, 0.61% hits; AID 743287;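 active = lowest replicate activation of at least 40%, so every replicate reaches that level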;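 also: 0% = median of neutral control wells and 100% = median of IBMX positive control wells; some compounds called inactive have numbers as strong as hits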
XiGFP reactiv: reactivates the inactive X chromosome in mouse fibroblasts; XiGFP mouse fibroblasts, % GFP-positive cells imaging, 3 d; cells co-treated with 5-aza-dC sensitizer; scaled so ellipticine positive control = 100%; 360,000 compounds, 0.055% hits; activation, % at 7.58 µM;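 active = mean normalized replicate activation at least 10% and every replicate at or above 10%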;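 also: 0% = median of on-plate neutral control wells and 100% = ellipticine 6 µM median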
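Material: XiGFP fibroblasts, SV40-immortalized. Buffer or medium: DMEM plus 5-aza-dC sensitizer. Compound: single concentration per compound, delivered by pin transfer. Times: 3 days compound exposure. Controls: ellipticine 6 µM.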
F508del corr: CFTR F508del correction in bronchial cells; activity (quench increase), % at 7.58 µM; 350,000 compounds, 0.36% hits; AID 720511; CFBE cells, YFP halide quenching; stimulated with forskolin plus potentiator P3; % fluorescence drop versus neutral controls;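 active = mean added fluorescence quench of at least 8% versus neutral control, with both replicates also reaching 8%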;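 also: cells transiently co-express mutant CFTR-F508del with the halide-sensitive YFP; corrector assay measuring rescue of mutant channel to the surface after 24 h compound exposure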
An asterisk follows results filed as active; / = no result given. An excerpt. The share of hits here may be higher or lower than overall.

[1] O=C(N/N=C/c1ccc(Br)o1)c1ccc2c(c1)OCCO2
[2] CCOCCCNC(=O)C(NC(=O)c1ccc(NC(C)=O)cc1)c1ccc(OC)cc1 (configuration not stated)
[3] Cc1ccc(NC(=O)c2ccccc2NC(=O)CCC(=O)O)cc1
[4] O=C(/C=C/c1ccc(Cl)cc1Cl)NCCSCc1ccccc1
[5] COC(=O)N/N=C/c1ccc(-c2cc(Cl)ccc2Cl)o1
[6] Cn1c(Cc2cccc3ccccc23)nnc1SCc1ccc([N+](=O)[O-])cc1
[7] CC1(C)NC(=O)N(CC(=O)OCC(=O)Nc2cc(S(=O)(=O)N3CCCCC3)ccc2Cl)C1=O
[8] Cc1cc(C)cc(C(=O)Oc2coc(CSc3nnc(NC(=O)C4CC4)s3)cc2=O)c1

compound no.	1	2	3	4	5	6	7	8
E-selectin induc	0.0	6.8	0.3	-0.4	0.5	-0.2	0.1	0.6
INS-1E GSIS act	7.7	-5.3	-7.1	-35.3	1.4	-16.9	13.1	0.5
XiGFP reactiv	0.3	0.1	0.1	0.1	0.0	0.0	0.0	0.1
F508del corr	/	/	/	/	/	/	/	/

[9] O=C(Nc1ccccc1Cl)N(Cc1nc2ccccc2c(=O)[nH]1)Cc1cccs1
[10] CC(c1ccccc1)n1c(SCC(=O)N2CC(=O)Nc3ccccc32)nc2ccccc2c1=O (configuration not stated)
[11] C[C@@H]1CCCCO[C@H](CN(C)C(=O)CCC(F)(F)F)[C@H](C)CN([C@@H](C)CO)C(=O)c2cc(NC(=O)c3ccncc3)ccc2O1
[12] CCCc1nn(C)c(C(=O)Nc2cccc(Cl)c2)c1Cl
[13] Cc1cccc(NC(=O)C2(c3cccs3)CCOCC2)n1
[14] O=C(NNC1CC(=O)N(c2cccc(Cl)c2)C1=O)c1cccnc1 (configuration not stated)
[15] Cc1cccc(N2CCN(CC(O)COCc3cccs3)CC2)c1C (configuration not stated)
[16] O=C(/C(=C(\[O-])c1ccccc1)[n+]1ccc2ccccc2c1)c1ccc([N+](=O)[O-])cc1

compound no.	9	10	11	12	13	14	15	16
E-selectin induc	0.2	-0.1	-0.4	0.1	0.9	-0.7	-0.1	-1.3
INS-1E GSIS act	-16.1	-11.7	11.5	-25.2	7.1	-8.5	-3.5	-1.2
XiGFP reactiv	0.4	0.0	-0.9	0.3	0.2	-0.1	0.1	0.2
F508del corr	/	/	/	/	/	/	/	/

In the list so far, these have four or more nitrogen atoms.
[6] Cn1c(Cc2cccc3ccccc23)nnc1SCc1ccc([N+](=O)[O-])cc1
[7] CC1(C)NC(=O)N(CC(=O)OCC(=O)Nc2cc(S(=O)(=O)N3CCCCC3)ccc2Cl)C1=O
[9] O=C(Nc1ccccc1Cl)N(Cc1nc2ccccc2c(=O)[nH]1)Cc1cccs1
[10] CC(c1ccccc1)n1c(SCC(=O)N2CC(=O)Nc3ccccc32)nc2ccccc2c1=O (configuration not stated)
[11] C[C@@H]1CCCCO[C@H](CN(C)C(=O)CCC(F)(F)F)[C@H](C)CN([C@@H](C)CO)C(=O)c2cc(NC(=O)c3ccncc3)ccc2O1
[14] O=C(NNC1CC(=O)N(c2cccc(Cl)c2)C1=O)c1cccnc1 (configuration not stated)

compound no.	6	7	9	10	11	14
E-selectin induc	-0.2	0.1	0.2	-0.1	-0.4	-0.7
INS-1E GSIS act	-16.9	13.1	-16.1	-11.7	11.5	-8.5
XiGFP reactiv	0.0	0.0	0.4	0.0	-0.9	-0.1
F508del corr	/	/	/	/	/	/

Later entries
[17] CCOC(=O)c1c(C)[nH]c(C2=NNC(=Nc3ccc(OCC)cc3)SC2)c1C
[18] CCCOC(=O)c1c(NC(=O)CCCn2nc([N+](=O)[O-])c(Cl)c2C)sc(C(=O)OC)c1C
[19] CC(C(=O)Nc1ccccc1Oc1ccccc1)c1ccccc1 (configuration not stated)
[20] CCOc1cc(NC(=S)NCc2ccco2)c(OCC)cc1NC(=O)CC(C)C
[21] N/C(=N\S(=O)(=O)c1ccccc1)c1ccc([N+](=O)[O-])cc1
[22] O=[N+]([O-])c1ccc(NCCCNS(=O)(=O)c2ccccc2)c(Cl)c1
[23] CCCCc1ccc(NC(=S)Nc2ccc(Cl)c(S(=O)(=O)N(C)C)c2)cc1
[24] O=C(NNC(=O)c1cccnc1)Nc1ccc([N+](=O)[O-])cc1

compound no.	17	18	19	20	21	22	23	24
E-selectin induc	-0.2	2.4	3.9	6.7	0.7	1.7	0.3	1.3
INS-1E GSIS act	6.9	3.5	-5.9	-2.9	1.5	-27.3	-34.9	-7.9
XiGFP reactiv	0.1	0.6	0.2	0.4	0.1	0.1	-0.1	0.0
F508del corr	/	/	/	/	/	/	/	/

[25] CCCNC(=O)COC(=O)c1cc2c(=O)n3ccccc3nc2s1
[26] CCC(=O)N1N=C2CC(C)(C)OCC2C1c1ccccc1 (configuration not stated)
[27] Cc1nn(CC(=O)Nc2ccc(Cl)c(S(=O)(=O)N(C)C)c2)c(C)c1[N+](=O)[O-]
[28] CC(=O)c1ccc(NC(=O)C(C)OC(=O)c2ccc(NS(=O)(=O)c3ccc(F)c(F)c3)cc2)cc1 (configuration not stated)
[29] CC(=O)c1c(C)oc2ccc(N(C(=O)C3CCCCC3)S(=O)(=O)c3cc([N+](=O)[O-])ccc3C)cc12
[30] CCCC(=O)OCC(=O)Nc1ccc(N=Nc2ccccc2)cc1
[31] CC(=O)c1c(C)[nH]c(C(=O)Nc2ccc(Cl)c(S(=O)(=O)N3CCOCC3)c2)c1C
[32] O=C(CCN1C(=O)C2CCCCC2C1=O)NNC(=O)c1cccc(Cl)c1 (configuration not stated)

compound no.	25	26	27	28	29	30	31	32
E-selectin induc	0.2	0.3	1.2	-0.2	-0.4	1.8	1.0	0.4
INS-1E GSIS act	1.9	18.7	-8.1	-12.1	-6.1	-4.0	3.2	15.5
XiGFP reactiv	0.0	0.1	0.0	0.1	0.2	0.0	0.1	0.0
F508del corr	/	/	/	/	/	/	/	/

[33] C#CCn1c(=NC(=O)c2ccc(Br)s2)sc2cc(NC(C)=O)ccc21
[34] COc1ccc(N2CCN(Cc3nc4ccccc4n3C)CC2)cc1
[35] CC(/C=C/c1ccccc1)=N\NC(=O)c1ccc2c(c1)OCCO2
[36] Cc1ccccc1/C=C/c1nc2ccccc2c(=O)n1CCc1ccccc1
[37] COC(=O)CSc1nc(C)c(C(=O)Nc2ccccc2C)c(-c2ccc(Cl)cc2)c1C#N
[38] CCOc1ccc(NC(=O)c2ccc(NC(=O)c3cn4c5c(c(N6CCN(C)CC6)c(F)cc5c3=O)OCC4C)cc2)cc1 (configuration not stated)
[39] CCC(=O)Nc1cc(C(=O)OCC(=O)c2ccccc2)ccc1C
[40] Cc1ccc2nsnc2c1NC(=O)c1ccccc1[N+](=O)[O-]

compound no.	33	34	35	36	37	38	39	40
E-selectin induc	0.0	-0.3	-0.3	-0.1	0.0	-0.7	0.0	0.0
INS-1E GSIS act	-4.1	-1.4	2.4	-10.7	-32.8	25.6	-1.0	28.3
XiGFP reactiv	0.3	0.1	-0.2	0.1	0.1	0.0	-0.1	0.0
F508del corr	/	/	/	/	/	/	/	/

[41] Cc1cc([N+](=O)[O-])nn1CCCC(=O)Nc1cc(Oc2ccccc2)cc([N+](=O)[O-])c1
[42] Nc1ccc2c(c1)C/C(=C/c1ccco1)C2=O
[43] Cc1nn(Cc2cccc(C(=O)N3CCCC(C)C3)c2)c(C)c1[N+](=O)[O-] (configuration not stated)
[44] C[C@@H]1CN([C@@H](C)CO)C(=O)Cc2cc(NC(=O)CCN3CCOCC3)ccc2O[C@H]1CN(C)Cc1ccc2c(c1)OCO2
[45] C[C@@H]1CN([C@@H](C)CO)C(=O)c2cc(NC(=O)Nc3ccccc3)ccc2O[C@@H](C)CCCCO[C@H]1CN(C)Cc1ccc(Cl)c(Cl)c1
[46] C[C@H]1CN([C@@H](C)CO)C(=O)c2cc(NC(=O)Nc3ccc(C(F)(F)F)cc3)ccc2O[C@@H]1CN(C)S(=O)(=O)c1cccs1
[47] C[C@@H]1CN([C@H](C)CO)C(=O)c2cccc(NC(=O)Nc3ccc(C(F)(F)F)cc3)c2O[C@@H]1CN(C)Cc1ccc(C(=O)O)cc1
[48] C[C@@H]1CN([C@@H](C)CO)C(=O)c2cccc(N(C)C)c2O[C@@H]1CN(C)C(=O)Nc1ccc(C(F)(F)F)cc1

compound no.	41	42	43	44	45	46	47	48
E-selectin induc	1.9	2.1	0.5	/	/	/	/	/
INS-1E GSIS act	-31.6	15.8	-12.4	-21.5	5.2	-15.1	14.0	-20.6
XiGFP reactiv	-0.1	0.2	-0.1	0.1	0.0	-0.7	-0.8	-0.4
F508del corr	/	/	/	2.7	-0.8	1.1	0.6	-0.6

[49] C[C@H](CO)N1C[C@H](C)[C@H](CN(C)S(=O)(=O)c2cccs2)Oc2ccc(NC(=O)Nc3ccc(C(F)(F)F)cc3)cc2C1=O
[50] CC(C)NC(=O)N(C)C[C@@H]1Oc2ccc(NC(=O)C3CC3)cc2CC(=O)N([C@H](C)CO)C[C@H]1C
[51] CNC[C@H]1Oc2cc(-c3cccnc3)ccc2S(=O)(=O)N([C@@H](C)CO)C[C@H]1C
[52] Cc1noc(C)c1NC(=O)Nc1ccc2c(c1)CC(=O)N([C@H](C)CO)C[C@@H](C)[C@@H](CN(C)Cc1ccc3c(c1)OCO3)O2
[53] CC(C)NC(=O)N(C)C[C@@H]1OCCCC[C@H](C)Oc2ccc(NC(=O)C3CCCCC3)cc2C(=O)N([C@H](C)CO)C[C@H]1C
[54] COc1ccc(NC(=O)Nc2cccc3c2O[C@@H](CN(C)Cc2ccc(Cl)c(Cl)c2)[C@@H](C)CN([C@H](C)CO)C3=O)cc1

compound no.	49	50	51	52	53	54
E-selectin induc	/	/	/	/	/	/
INS-1E GSIS act	-22.6	11.0	-0.5	2.7	-21.4	-32.2
XiGFP reactiv	-0.9	0.0	-0.1	-0.6	0.0	-0.5
F508del corr	-1.4	-3.1	0.3	0.0	-2.0	-1.2
